aDG glyco act: alpha-DG glycosylation activation; Pro5-aDG cells, alpha-DG glycosylation AlphaScreen (IIH6); 0% Pro5, 100% B10-LARGE cell signal; activation, % at 10 µM; hit rate 0.22% among 360,000; AID 624168;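 active = activation of at least 8% versus controls, or a plate z-score of at least 8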;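 also: Pro5 are CHO cells carrying HIG-tagged alpha-DG that lacks glycosylation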
ABCB6 inh 2: human ABCB6 transporter inhibition | Q9NP58 | K562-ABCB6 porphyrin accumulation, flow cytometry, 1 h; active compounds read low | fluorescence ratio to DMSO, % at 10 µM | hit rate 0.19% among 360,000 | AID 602162;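 active = fluorescence ratio to DMSO below 75%, the collection mean minus 3 SD; inconclusive = too few cells collected in the well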;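 also: signal is porphyrin accumulated inside mitochondria; 100% equals median channel fluorescence of DMSO control wells; lower ratio means ABCB6 inhibition with less porphyrin fluorescence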
Exocytosis inh: blocks lytic granule exocytosis | TALL-104 LAMP-1 surface exposure, flow cytometry; cells stimulated with thapsigargin and PMA | inhibition, % at 10 µM | hit rate 0.66% among 360,000 | AID 651702;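 active = inhibition above about 55%, limit read from the data; inconclusive = no clear call, values can overlap the other calls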
ABHD5-PLIN5 inh: blocks binding of human ABHD5 to perilipin-5; Q00G26+Q8WTS1; hit rate 0.78% among 360,000; inhibition, % at 4 µM; Split G. princeps luciferase complementation, luminescence, 4 h; AID 602281;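 active = inhibition above the mean inhibition across every tested compound plus 3 SD, cut at about 22% in these data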;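 also: 0% = DMSO only wells and the 100% control is not disclosed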
Glyco luc inh: N-linked glycosylation inhibition | D54 ERlucT glycosylation luciferase reporter, 24 h; percent of 100 nM tunicamycin response | reporter increase, % at 12.5 µM | hit rate 0.23% among 360,000 | AID 588692;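 active = mean luciferase reporter signal, scaled so untreated is 0 and the glycosylation-blocking control 100, at or above a set limit in every replicate; inconclusive = mean reaches the limit but not every replicate does; inactive = mean below the limit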;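 also: luciferase carries N-glycosylation sites so blocking glycosylation raises the light; 0% = median of neutral control wells and 100% = median of 100 nM tunicamycin wells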
MC4R ag barr: activates human MC4R beta-arrestin recruitment | P32245 | U2OS MC4R beta-arrestin complementation, luminescence; percent of melanotan II response, DMSO zero | activation, % at 8.9 µM | hit rate 0.98% among 360,000 | AID 540308;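 active = activation above a per-plate cutoff, the mean activation of sample wells on that plate plus 3 SD, cut at about 8% in these data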
Target sequence (P32245 whole entry, looked up): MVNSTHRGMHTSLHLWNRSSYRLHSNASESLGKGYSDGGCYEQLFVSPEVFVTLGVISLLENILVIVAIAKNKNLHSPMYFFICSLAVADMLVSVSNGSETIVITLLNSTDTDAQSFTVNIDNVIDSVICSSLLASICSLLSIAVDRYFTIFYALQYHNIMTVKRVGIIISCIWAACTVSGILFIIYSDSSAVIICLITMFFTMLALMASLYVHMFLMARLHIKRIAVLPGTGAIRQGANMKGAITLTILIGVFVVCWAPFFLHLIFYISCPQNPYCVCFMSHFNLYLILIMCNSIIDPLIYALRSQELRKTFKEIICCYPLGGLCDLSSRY
TLR9-MyD88 block: inhibitors of human TLR9-MyD88 binding | CHO BLA complementation TLR9-MyD88, CCF4 FRET ratio | inhibition, % at 4.98 µM | hit rate 0.21% among 340,000;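 active = inhibition above the mean over all tested compounds plus 3 SD, cut at about 21% in these data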;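 also: 0% = DMSO only wells and 100% = clavulanate BLA inhibitor control wells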
Vif imaging: blocks HIV Vif function; HEK293T cells, Vif self-association by quenched fluorescence, imaging, 24 h; inhibition, % at 7.49 µM; hit rate 0.35% among 340,000; AID 602346; in the data active = inhibition above about 50%, passing the limit was not always enough; inconclusive = no clear call, values can overlap the other calls; inactive = below about 31%; also: some results filed as inactive read as strong as hits
MC4R antagonist: human MC4R antagonism in cAMP assay; MC4R-expressing cells, MTII-stimulated cAMP, LANCE TR-FRET; AID 540295; hit rate 0.48% among 360,000; inhibition, % at 6.5 µM;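 active = inhibition above its plate's cutoff, the mean of tested wells on that plate plus 3 SD, cut at about 29% in these data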;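 also: 0% = Melanotan II alone and 100% = Melanotan II plus saturating MCL0020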
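Material: human MC4R-expressing U2OS cells. Probe or stimulus: Melanotan II challenge. Dosing: 6.5 µM single dose. Times: 30-min compound, 1-h challenge, 1-h detection, room temperature. Technique: TR-FRET with Eu-cAMP and labeled anti-cAMP, 671 nm. Replication: singlicate.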
NOD2-RIPK2 inh: blocks binding of human NOD2 to RIPK2. O43353. CHO BLA complementation NOD2-RIPK2, CCF4 ratio. inhibition, % at 4.98 µM. hit rate 0.38% among 360,000. AID 624267; in the data active = inhibition above about 21%;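 also: 0% = vehicle only and 100% = reference blocker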
Target sequence (O43353 whole entry, looked up): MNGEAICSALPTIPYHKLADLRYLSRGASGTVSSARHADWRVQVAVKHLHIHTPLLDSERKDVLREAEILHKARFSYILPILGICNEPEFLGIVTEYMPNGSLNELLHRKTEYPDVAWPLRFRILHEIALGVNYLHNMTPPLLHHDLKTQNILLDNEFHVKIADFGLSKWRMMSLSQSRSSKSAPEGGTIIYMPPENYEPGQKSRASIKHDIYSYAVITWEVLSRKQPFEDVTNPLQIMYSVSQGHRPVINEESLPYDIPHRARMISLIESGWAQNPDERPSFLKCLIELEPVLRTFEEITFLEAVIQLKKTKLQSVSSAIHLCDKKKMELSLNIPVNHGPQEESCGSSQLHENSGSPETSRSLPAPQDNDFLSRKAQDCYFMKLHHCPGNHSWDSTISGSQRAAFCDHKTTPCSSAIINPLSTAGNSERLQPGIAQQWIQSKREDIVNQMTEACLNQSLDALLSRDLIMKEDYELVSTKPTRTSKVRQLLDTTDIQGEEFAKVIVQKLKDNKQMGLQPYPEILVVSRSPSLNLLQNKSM
* hit, by the source's call; u = inconclusive; x = not tested or not shown.

ABCB6 inh 2	NOD2-RIPK2 inh	Vif imaging	Glyco luc inh	Exocytosis inh	MC4R antagonist	MC4R ag barr	ABHD5-PLIN5 inh	aDG glyco act	TLR9-MyD88 block	canonical_smiles
93	-10	2	1	-6	0	0.7	21	-0.1	-8	CC(C)(Cc1cc(CC(C)(C)C(=O)O)cc(C(C)(C)C)c1)C(=O)O
106	4	-5	-2	8	18	0.3	-9	0.3	1	Cc1cc(C)c(NC(=O)c2oc3ccccc3c2COc2ccccc2)c(C)c1
99	-1	11	0	-1	13	2.1	1	-0.3	-3	Cn1nnnc1SCCNCc1ccncc1
91	16	-8	-2	-2	6	-0.9	-8	0.2	5	CCCCc1nnc2c(N(C)S(=O)(=O)c3ccc(C)cc3)nc3ccccc3n12
102	0	7	2	0	14	4.1	-4	0.4	5	CCN(CC)S(=O)(=O)c1ccc(C)c(NC(=O)CNCCN(C(C)C)C(C)C)c1
95	6	69*	1	3	-34	0.9	0	0.4	-1	COc1ccc(C(=O)c2ccc(Cl)c([N+](=O)[O-])c2)cc1
106	-8	2	2	-3	-2	-0.5	7	0.0	15	COc1ccccc1CN1C(=O)C2CC=CCC2C1=O (stereo unspecified)
85	-1	4	0	24	-6	2.7	10	0.1	2	Cc1ccc(C)c(N2CCN(C(=O)c3ccc(CS(=O)Cc4ccc(Cl)cc4)o3)CC2)c1 (stereo unspecified)
101	2	-4	-1	0	11	-0.6	5	-0.1	8	COc1ccc(NC(=O)c2ccc(Cl)cc2)c[n+]1[O-]
104	4	-5	6	-1	7	0.1	4	0.2	5	Cc1ccc(CCNC(=O)C2CCCN(C(=O)c3cc4sccc4n3C)C2)cc1 (stereo unspecified)
99	-7	3	3	10	-3	-0.3	-3	0.5	-13	CCOC(=O)C[C@H]1c2ccccc2S(=O)(=O)N1Cc1cccc(C(F)(F)F)c1
90	-11	x	1	0	6	-1.6	-3	0.3	-4	Clc1ccc(-c2nnc3n2CCCCC3)cc1
98	3	-5	0	-2	3	1.1	7	0.0	4	CC(C)N1CCC(N2CCN(Cc3ccc4nonc4c3)CC2CCO)CC1 (stereo unspecified)
106	-14	-4	1	-5	1	-1.6	-1	-0.3	-4	Cc1ccc(NC(=O)c2cc(S(=O)(=O)N3CCCCC3)ccc2N2CCOCC2)c(C)c1
101	1	-2	5	1	15	2.0	-8	-0.2	-3	COc1ccccc1C(=O)N/C(=C/c1ccc(Br)cc1)C(=O)N1CCOCC1
100	-8	6	-1	4	11	-0.3	1	0.1	2	CCCc1nc2n[nH]c(N)c2c2c1CCCC2
100	-1	0	-1	5	5	0.1	-7	0.3	4	CCc1ccccc1NC(=O)C1CCN(C(=O)N2CCOc3ccccc32)CC1
102	7	0	0	1	12	-0.5	8	0.7	3	Cc1ccc2c(c1)N(C(=O)CCC(=O)Nc1ccccc1Br)CC(C)O2 (stereo unspecified)
94	-9	-9	3	3	-2	-1.7	7	0.1	-3	Cc1c(NC(=O)/C(=C\c2ccccc2)NC(=O)c2ccccc2)c(=O)n(-c2ccccc2)n1C
101	1	-6	-1	-1	1	0.9	6	0.8	-6	CCCCOc1ccc(C(=S)N2CCC(C(N)=O)CC2)cc1
115	-11	7	-3	2	-2	0.9	4	-0.1	5	NC(=O)Nc1ccc(Oc2c(F)c(F)c(F)c(F)c2F)cc1
96	4	x	-1	2	13	-3.0	2	0.0	-3	Cc1ccc(CN2CC(C(=O)N3CC=C(c4ccccc4)CC3)CC2=O)cc1 (stereo unspecified)
93	-12	-13	1	-2	9	0.1	-2	-0.1	0	O=S1(=O)N=C(c2ccccc2)c2ccccc21
101	10	3	-2	62*	0	-0.6	5	0.3	3	Fc1cccc(CCN2CCNC[C@@H]2CC2CCCCC2)c1
99	-7	-5	13	-2	13	-0.4	3	-0.1	4	Nc1ncnc(Oc2cccc(C(F)(F)F)c2)c1[N+](=O)[O-]
85	2	x	-2	-5	-10	3.1	1	0.1	0	CSc1nc(N)nc(SCCS(=O)(=O)c2ccc(Cl)cc2)c1C#N
94	5	2	0	4	10	-0.6	5	-0.3	-9	CC(C)(C)C1CCC(C(=O)Nc2ccc(N3CCOCC3)cc2N2CCOCC2)CC1 (stereo unspecified)
106	8	-2	11	0	-8	-0.5	0	-0.1	-2	CC[C@@H](NCCCn1cnc2c(SC)ncnc21)c1ccccc1
92	16	-5	0	-1	7	-2.6	-13	-0.1	-7	COc1ccc2oc(C(=O)OCC(=O)NCCc3ccccc3)c(C)c2c1
102	5	-7	-3	-8	19	0.4	-4	-0.1	-10	Fc1cccc(Cl)c1Cn1ncc2ccccc21
97	-16	-2	0	-2	-4	-0.9	-1	-0.2	1	CCCc1nnc(NC(=O)CN2CCOCC2)s1
86	-24	-4	1	-1	0	0.3	0	-0.2	0	O=c1c2ccccc2nc2sc3ccccc3n12
98	-2	6	3	-3	10	-0.8	-1	-0.2	5	CCOC(=O)c1c(NC(=O)c2cccs2)sc2c1CCC2
103	4	13	-2	-7	-8	-1.1	10	0.0	8	COc1ccc(-n2cnnc2SCC(=O)NC2CCCc3ccccc32)cc1 (stereo unspecified)
99	-12	x	-1	-2	4	1.1	-10	-0.1	-12	CCOc1ccccc1C(=O)Nc1nnc(C(C)C)s1
91	-10	-7	1	-14	-1	0.1	-4	0.4	8	O=C(Nc1ccccc1)OCCNC(=O)c1cccc(Br)c1
101	1	x	0	0	7	2.3	-8	0.6	x	COc1cc(CNC(=O)c2cc(-c3cc(C)cc(F)c3)n[nH]2)cc(OC)c1
103	-7	25	0	-4	-8	0.3	-6	0.0	-1	COc1cc2c(cc1OC)C(C(=O)NC(C)c1ccccc1)CC(=O)N2 (stereo unspecified)
100	6	-3	-1	-2	43*	0.6	3	0.1	-9	NS(=O)(=O)c1cccc(NC(=O)c2cccc3c(Br)cccc23)c1
100	-11	12	0	-10	-1	-0.2	-6	-0.1	-36	COc1ccc(C(=O)N2CCC(=O)N(C(CO)Cc3ccccc3)CC2)cc1 (stereo unspecified)
93	-10	1	0	5	7	-1.2	1	0.1	4	O=[N+]([O-])c1cccc(CN2CCN(c3cccc4[nH]ccc34)CC2)c1
93	1	u	1	-6	2	0.8	3	0.3	9	CC1CC(C)CN(CCC(=O)Nc2ccc(Br)cc2)C1 (stereo unspecified)
99	-12	x	0	20	-4	-1.5	-20	0.0	x	O=C(Cc1ccccc1)NC1(O)C(=O)c2ccccc2C1=O
100	0	5	-1	0	17	1.8	-4	0.3	-2	CCC(CC)C(=O)OCC(=O)Nc1cc(OC)c([N+](=O)[O-])cc1C
98	-2	0	-1	-5	-1	-1.5	6	-0.1	-4	Cc1cccc(CC(=O)NCCN2CCOCC2)c1
98	2	2	0	-1	2	-0.6	-11	-0.1	13	Cc1cc(C(=O)COC(=O)c2ccc3c(c2)NC(=O)CS3)c(C)n1CCc1ccc(Cl)cc1
103	-7	-5	-1	1	23	-0.8	3	0.0	-7	CC(NC(=O)c1cc2ccccc2o1)c1cccs1 (stereo unspecified)
112	-2	-9	2	0	4	-0.4	4	0.0	0	O=C(NCc1nc2ccccc2[nH]1)c1ccco1
99	6	-41	1	-2	-10	-3.0	3	1.1	1	CCOC(=O)c1c(C)nc2c(c1C)/C(=N/O)CC(C)(C)C2
95	-1	-2	-2	-1	6	-1.6	-3	0.2	6	Cc1ccc(C(C(=O)NC2CCCC2)N(Cc2ccc(F)cc2)C(=O)c2csnn2)o1 (stereo unspecified)
98	10	1	0	-4	0	-2.4	4	-0.2	1	COC(=O)c1ccc(C(C(=O)NCc2ccccc2)N(Cc2ccco2)C(=O)c2cnccn2)cc1 (stereo unspecified)
99	-6	5	-1	0	6	0.2	-3	0.1	5	Cc1cccc(CSCCNC(=O)c2ccc(N(C)S(=O)(=O)c3ccccc3)cc2)c1
103	-2	-10	3	-1	13	-1.6	-1	-0.2	-4	O=c1c(C/C=C/c2ccccc2)c(O)nc2n1CCCS2
102	2	-5	16	-1	-4	-2.4	1	-0.1	6	Cn1c(=O)c(=O)n(C)c2cc(N3CCCC3)c(NS(=O)(=O)c3ccc(Cl)cc3)cc21
98	-11	2	1	1	1	1.5	12	-0.1	-12	COc1ccccc1NC(=O)CSc1ccc2nnc(CCNC(=O)c3ccccc3)n2n1
101	-5	-4	-2	-1	5	-0.1	3	0.1	3	CCN(C(=O)COC(=O)Cc1c[nH]c2ccccc12)C1CCS(=O)(=O)C1 (stereo unspecified)
98	-3	8	0	7	12	-0.2	-1	0.0	-18	COC(=O)C1=CN(Cc2ccc(OC)c(OC)c2)C=C(C(=O)OC)C1c1cccc(O)c1
96	-5	14	0	-3	-5	0.3	6	-0.1	6	O=S(=O)(Nc1ccc(N2CCOCC2)cc1)c1ccc(F)cc1
97	-8	-14	-7	18	9	-2.2	3	0.1	-7	CCN(Cc1ccccc1)S(=O)(=O)c1cc(C(=O)NCC2CCCCC2)ccc1OC
90	8	26	2	1	6	-1.8	-2	-0.3	2	NC(=O)c1ccsc1NC(=O)COC(=O)CSc1ccc(Cl)cc1

Following part:
ABCB6 inh 2	NOD2-RIPK2 inh	Vif imaging	Glyco luc inh	Exocytosis inh	MC4R antagonist	MC4R ag barr	ABHD5-PLIN5 inh	aDG glyco act	TLR9-MyD88 block	canonical_smiles
97	1	-1	-4	-5	17	4.3	0	0.3	-7	Cc1nc(CS(=O)(=O)c2ccc(Cl)cc2)cc(Sc2ccccc2Cl)n1
100	-3	2	-3	11	14	6.0	-7	0.0	-1	COc1ccc(NC(=O)c2cc(-c3ccco3)nc3ccccc23)cc1
101	-4	-2	3	10	4	-1.3	-4	0.0	-6	C=C[C@H]1[C@H](O[C@@H]2O[C@H](CO)[C@@H](O)[C@H](O)[C@H]2O)OC=C2C(=O)OCC[C@]21O
95	0	2	2	2	13	0.3	4	0.6	5	O=C(O)c1[nH]c2ccc(Cl)cc2c1CC(=O)N1CCN(c2ccccc2)CC1
101	-3	-1	-1	6	13	0.3	4	0.0	-2	CCn1c(Cc2ccccc2)nnc1SCC(=O)OC(C)C
96	-8	-4	2	6	7	-1.2	1	0.3	0	CCCCNC(=O)c1onc(CSc2cccc3ccccc23)c1C(=O)O
94	-8	2	2	-5	-2	-2.5	-3	-0.3	0	CN(CC(N)=O)S(=O)(=O)c1ccc(F)cc1
97	-4	15	-2	5	0	-0.7	3	-0.3	-17	CC1CCCN(Cc2csc(N)n2)C1 (stereo unspecified)
78	-4	-2	1	-2	7	0.7	-8	0.2	-5	CC1CCc2c(sc(NC(=O)c3ccc(Cn4cc(Br)cn4)o3)c2C(N)=O)C1 (stereo unspecified)

2 of these compounds in a different format:
Order of results: ABCB6 inh 2	NOD2-RIPK2 inh	Vif imaging	Glyco luc inh	Exocytosis inh	MC4R antagonist	MC4R ag barr	ABHD5-PLIN5 inh	aDG glyco act	TLR9-MyD88 block
- CCc1ccccc1NC(=O)C1CCN(C(=O)N2CCOc3ccccc32)CC1
 : 100	-1	0	-1	5	5	0.1	-7	0.3	4
- CC1CCCN(Cc2csc(N)n2)C1 (stereo unspecified)
 : 97	-4	15	-2	5	0	-0.7	3	-0.3	-17

From PubChem

A portion of the library; rates above refer to the full screens.
